# Screening data deposited in PubChem BioAssay by several laboratories.
# MITF TRPM1 inh – inhibitors of MITF-driven TRPM1 promoter in melanoma cells; SK-MEL-5 TRPM1 promoter luciferase, 24 h; inhibition, % at 12.5 µM; actives 0.83% (n = 330,000); AID 488899;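 active means mean inhibition across replicates of 60% or more, whatever share of single replicates reaches that level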; further: values of inactives mirror those of a sister screen read the other way
# TROY signal inh – inhibitors of TROY-dependent NF-kB signaling; Q293 LMP1-TROYcd NF-kB luciferase reporter, 4 h; inhibition, % at 10 µM; actives 0.98% (n = 360,000); AID 1347056;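 active means compounds whose plate-normalised and pattern-corrected inhibition of the luciferase reporter signal at the single screening dose is 50% or more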
# C8 TRAIL sens – sensitizes caspase-8 expressing cells to TRAIL; NB7+C8 cells + TRAIL, ATPlite viability luminescence; inhibition (viability loss, TRAIL sensitization), % at 10 µM; actives 1% (n = 360,000);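 active means compounds causing at least 50% loss of cell viability in the single-dose screen, relative to plate controls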
# TWEAK-Fn14 inh – TWEAK-Fn14 signaling inhibition. AID 1159606. TWEAK-stimulated Fn14 reporter cells, luciferase luminescence, 8 h. inhibition, % at 10 µM. actives 2% (n = 360,000); in the data active means inhibition above about 50%
# NR2E3 ag-1 – human photoreceptor-specific nuclear receptor agonism; Q9Y5X4; CHO-S Gal4-NCOR/VP16-NR2E3 two-hybrid, luciferase; inhibition of corepressor binding, % at 3.98 µM; actives 0.35% (n = 360,000); AID 602229;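 active means inhibition above the mean of all tested compounds plus 3 SD, cut at about 70% in these data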;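 further: 0% = DMSO with NR2E3 transfected cells and 100% = cells lacking NR2E3 construct; higher means lower luciferase signal from less NR2E3 corepressor binding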
# Target sequence (Q9Y5X4 whole entry, looked up, the tested form may be a part): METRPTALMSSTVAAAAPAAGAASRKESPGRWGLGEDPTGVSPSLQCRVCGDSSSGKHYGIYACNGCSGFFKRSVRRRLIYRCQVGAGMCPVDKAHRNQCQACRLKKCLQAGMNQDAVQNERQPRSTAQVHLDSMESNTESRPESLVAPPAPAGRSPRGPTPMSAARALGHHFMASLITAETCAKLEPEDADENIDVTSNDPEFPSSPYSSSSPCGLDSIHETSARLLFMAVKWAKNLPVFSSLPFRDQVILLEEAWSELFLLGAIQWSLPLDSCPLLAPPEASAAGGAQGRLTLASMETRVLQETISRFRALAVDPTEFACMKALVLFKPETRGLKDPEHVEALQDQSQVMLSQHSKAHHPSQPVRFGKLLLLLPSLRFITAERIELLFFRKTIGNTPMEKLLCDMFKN
# KKLEB tox – counter-screen for CF NF-kB inhibitors: cytotoxicity; KKLEB CF airway cells viability, ATPlite luminescence, overnight; active compounds read low; cells stimulated with P. aeruginosa culture filtrate; activity change (cytotoxicity), % at 5 µM; actives 0.36% (n = 360,000); AID 602141;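 active means corrected activity change at or below -50% at 5 µM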
# CF NFkB block – inhibitors of cystic fibrosis induced NF-kB; actives 0.86% (n = 360,000); KKLEB NF-kB-GFP reporter, PAF-induced, GFP fluorescence overnight; inhibition, % at 5 µM; AID 588850;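 active means at least 50% inhibition at 5 µM, scaled per plate between neutral and stimulator controls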;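 further: PAF is a Pseudomonas aeruginosa culture filtrate used as stimulus; plate controls were PAF-stimulated DMSO wells for no effect and unstimulated DMSO wells for full effect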
# Peg3 promoter – reduces Peg3 promoter-driven luciferase expression in HeLa; AID 588405; inhibition, % at 20 µM; HeLa PEG-Prom luciferase reporter, luminescence, overnight; actives 1.7% (n = 360,000);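 active means inhibition of at least 50% at 20 µM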
# NR2E3 ag-2 – NR2E3 (human) agonism; inhibition of corepressor binding, % at 4.78 µM; AID 2300; GST-NR2E3/biotin-RetCOR TR-FRET, 1536-well; actives 0.12% (n = 320,000);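 active means percent inhibition above the cutoff of mean plus 3 SD of all tested compounds, set per screening campaign, cut at about 20% in these data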;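 further: 0% = DMSO wells and 100% = biotin wells as full block of FRET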
#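 System: GST-NR2E3 and biotin-RetCOR proteins; probe or stimulus: 7 nM biotin-RetCOR; doses: compound at 4.8 µM, single dose; schedule: Compound–protein incubation for 5 h at 4 °C; detection: time-resolved FRET; read-out: percent inhibition; controls: biotin wells as high control, 0.6% DMSO wells as low control; format: 1536-well plates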
# HIF-2a block – HIF-2a inhibition; 786-0 RCC cells HIF-2a reporter, luciferase luminescence, overnight; inhibition, % at 18.8 µM; actives 0.72% (n = 360,000); AID 624352;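 active means inhibition of the luminescence signal of 40% or more relative to plate controls, in a single-dose primary screen at 18.75 µM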
# Shn3 3UTR inh – Schnurri-3 reporter inhibition in Clone20 osteoblasts. AID 588674. Clone20 osteoblast Shn3 3'UTR firefly luciferase, 24 h. actives 0.52% (n = 360,000). inhibition, % at 12.5 µM;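 active means mean inhibition of at least 75% with every replicate also reaching 75%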;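 further: 0% = median of neutral control wells and 100% = pilot-screen positive control compound; some compounds past the cut are filed as inactive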
# Starred values were filed as active, the others as inactive; x = not tested or not shown. A portion of the library; the hit share may differ from the screen's.
structure,MITF TRPM1 inh,HIF-2a block,NR2E3 ag-1,NR2E3 ag-2,TWEAK-Fn14 inh,KKLEB tox,C8 TRAIL sens,TROY signal inh,CF NFkB block,Shn3 3UTR inh,Peg3 promoter
CC(OC(=O)CCc1cc(C(C)(C)C)c(O)c(C(C)(C)C)c1)C(=O)NC1CC1 (stereo not drawn),-16.7,-5.1,5.0,-2.3,-5.6,-5.9,0.4,-11.3,24.0,-4.1,-6.7
O=C(CN1CCN(c2ccc(F)cc2)CC1)NCc1ccc(F)cc1,7.5,5.0,-7.0,-0.1,17.8,-3.4,6.7,-11.3,5.8,8.4,4.4
CNc1ccccc(-c2ccc3ccccc3n2)c1=O,-45.4,-136.4,-84.8,-2.6,21.1,13.9,-10.9,-37.2,-2.6,-59.1,-140.5
C=CCN1C(=O)S/C(=C/c2ccc(Sc3nc4ccccc4[nH]3)o2)C1=O,16.9,-16.3,49.9,-1.6,73.2*,-11.6,26.5,51.5*,20.8,78.0,-4.2
COc1cccc(Nc2nnc(SCC(=O)N(CC(C)C)CC(C)C)s2)c1,0.5,-37.2,8.1,1.6,7.0,-1.9,12.8,23.0,8.6,30.5,1.7
Cc1ccc(C2(C)NC(=O)N(CC(=O)Nc3cc(S(=O)(=O)N4CCCCC4)ccc3OC(C)C)C2=O)cc1 (stereo not drawn),22.6,26.0,-17.4,-4.7,-3.1,-6.7,5.9,3.0,9.1,-1.8,29.1
COC(=O)CNC(=O)CSc1nnc(-c2ccc(OC)cc2)n1CC(C)C,5.1,6.0,2.9,-0.3,4.4,2.1,-0.7,10.7,-8.5,-9.1,10.0
CCS(=O)(=O)c1nn2c(N)c(/C=C3/C=CC(=O)C(OC)=C3)c(=O)nc2s1,-1.2,16.4,-1.6,-4.2,4.2,-6.8,6.3,-11.1,-1.4,4.2,-3.1
Cc1cccc(NC(=O)Cn2nnc(C(=O)Nc3ccc(F)c(Cl)c3)c2N)c1,-8.9,-6.8,-17.4,0.6,-12.7,-9.5,-4.9,-2.4,-15.6,-3.2,17.5
CCc1cc2c(-c3ccccc3)cc(=O)oc2cc1OC(C)C(=O)NCC1CCC(C(=O)O)CC1 (stereo not drawn),x,-14.4,-19.2,0.2,5.1,8.6,-17.3,7.6,-11.3,6.3,17.2
O=C(CCc1ccccc1)Nc1c(F)cccc1F,-38.0,-105.3,-103.7,0.4,7.6,6.4,-14.5,-49.0,17.6,-13.3,-123.9
S=C(NCCc1ccccc1)NCCc1ccccc1,-20.6,-202.4,-86.0,-0.2,-10.0,2.8,0.3,-42.4,11.0,-50.9,-199.6
N#CC1=C(N)Oc2n[nH]c(-c3ccccc3)c2C1c1ccncc1 (stereo not drawn),6.3,7.6,-14.1,1.9,-5.3,-1.3,5.4,7.7,3.0,-6.5,4.1
CC(=O)Nc1ccc(NC(=O)C(C)OC(=O)CNC(=O)c2cccs2)cc1 (stereo not drawn),6.1,4.3,-16.1,1.6,4.7,25.7,-4.8,-0.6,-18.3,5.9,1.5
O=C(CN1C(=O)c2ccccc2C1=O)NC1CCC(O)CC1 (stereo not drawn),-0.6,4.2,-2.5,3.2,-5.5,-13.9,1.2,-10.0,6.6,1.5,0.7
COc1ccc(N(CC(=O)Nc2cc(OC)c(OC)cc2C(=O)O)S(=O)(=O)c2c(C)noc2C)cc1,-11.3,9.0,-6.2,3.1,11.9,29.0,-2.9,-10.0,-21.5,-12.5,7.9
O=C(c1ccc2ccccc2n1)N1CCN(c2ccccc2Cl)CC1,-39.4,-106.7,-86.2,2.8,-14.0,6.1,-0.7,0.2,5.5,-29.9,-170.8
CC1=CN2CC(O)CN=C2C=C1 (stereo not drawn),0.9,-2.7,0.6,-0.5,1.6,1.4,-6.8,8.7,0.3,1.8,16.0
CCOc1cc(NC(=O)CCl)c(OCC)cc1NC(=O)CCl,75.7*,23.4,5.4,-0.5,43.7,-31.2,90.7*,7.8,17.5,1.1,50.5*
NS(=O)(=O)c1ccc(CCN2C(=O)/C(=C\c3ccc(Cl)cc3)SC2=S)cc1,-6.9,41.7*,-5.8,-2.7,-45.5,11.0,7.8,-2.0,0.1,17.9,82.9*
CC(C)OP(=O)(OC(C)C)C(NC(=O)c1ccccc1Br)C(N)=O (stereo not drawn),11.9,16.7,-27.5,-3.6,13.2,17.1,9.8,4.5,0.6,12.0,14.2
CCNC(=O)C1(C)CCN(C(=O)c2ccc(OC)cc2)C1 (stereo not drawn),x,10.6,-15.6,x,-6.4,9.9,0.6,6.2,-12.8,-3.7,2.2
O=C(NNC(=O)c1ccc[nH]1)c1cc(Cl)cc(Cl)c1,1.8,1.2,-27.5,0.0,-0.8,6.0,-21.8,12.3,12.6,11.3,3.2
Cc1ccc(C)c(Oc2cc(NC(=O)CCCn3nc(C)c([N+](=O)[O-])c3C)cc([N+](=O)[O-])c2)c1,9.1,4.3,4.5,-1.7,73.5*,0.4,27.2,44.1,9.5,74.3,26.8
CC(C)(C)NC(=O)NC(=O)COC(=O)Cc1coc2ccc3ccccc3c12,-14.0,12.0,-11.8,-1.9,9.4,-6.8,-0.6,2.5,-2.8,-3.5,16.5
C=CCSc1nnc(N2C(=O)C(O)=C(C(=O)c3ccco3)C2c2ccccc2F)s1 (stereo not drawn),2.3,-53.7,-62.4,7.2,-2.5,-5.0,-0.5,-37.2,-15.5,-24.5,-6.2
Cc1ccc(S(=O)(=O)Nc2cccc(C(=O)NCc3ccccn3)c2)cc1F,-2.6,-1.7,-22.4,4.5,5.2,-15.2,-6.1,-0.6,4.5,2.9,14.8
CN(C)C(=O)c1ccc(NC(=O)CSc2nnc(-c3ccc4c(c3)OCO4)o2)cc1,-2.8,-15.2,-20.7,x,-3.9,10.3,-2.7,10.6,-7.8,-14.7,-49.8
CCCCN(C(=O)CCCc1nc2ccccc2c(=O)[nH]1)c1c(N)n(CC(C)C)c(=O)[nH]c1=O,3.6,12.2,7.0,2.7,2.4,10.6,-2.1,7.5,0.8,8.6,13.5
Cc1ccc(S(=O)(=O)Nc2ccc3c(c2)C(=O)N([C@H](C)CO)C[C@H](C)[C@@H](CN(C)C(=O)Nc2ccc(C(F)(F)F)cc2)O3)cc1,-0.1,13.0,-5.5,x,-11.3,-9.3,3.8,-6.3,8.0,-2.2,12.3
CC(=O)N1CCN2C(=O)C1CCCC(=O)c1cc(C(C)C)ccc12 (stereo not drawn),-10.4,-1.1,1.0,-0.2,19.0,0.2,7.2,11.4,-4.8,2.0,9.0
O=C(Nc1cccc(-c2ccc(N3CCOCC3)nn2)c1)c1ccc(Cl)cc1,-84.2,-191.2,-45.4,-1.4,-14.4,-3.0,18.5,-51.1,11.1,-85.7,-337.7
CC1CCCCC1NC(=O)COc1ccccc1C#N (stereo not drawn),-5.1,-85.0,-41.2,1.1,-10.3,6.3,-10.3,-4.5,-25.7,-5.0,-43.7
Fc1ccc(-n2nnnc2-c2ccccc2Cl)cc1,1.4,8.5,-3.3,4.8,4.5,8.6,-18.7,9.7,-4.9,5.8,6.3
Clc1ccc(-c2noc(CSc3nnc(Cc4cccs4)n3-c3ccccc3)n2)cc1,8.9,-1.9,-16.1,1.8,9.2,-7.8,9.2,18.1,-18.5,-16.9,28.5
CCCCN(CC)CCNC(=O)c1cn(-c2ccc(Cl)cc2)c(=O)c2ccccc12,-1.2,6.4,0.6,-0.7,-8.4,15.4,7.6,-8.1,-21.5,-14.1,9.7
COc1ccc(-c2nc(C#N)c(N3CCC(C)CC3)o2)cc1,-16.8,-69.3,-14.0,-1.2,0.7,-11.6,11.1,-32.8,13.2,12.2,-20.9
COc1ccc(-c2nc(C#N)c(NCCCn3ccnc3)o2)cc1OC,-27.5,-109.1,-23.5,-4.7,-21.1,-2.0,-0.6,-30.9,-14.7,-0.6,-69.9
CCc1cccc(C)c1NC(=O)c1cccnc1,13.6,11.8,-24.7,-0.7,0.1,-0.5,-11.3,6.9,-6.7,5.0,15.0
N#CCSc1nnc2c(Cl)cc(Cl)cn12,-4.1,10.7,10.9,0.9,-3.5,-20.5,8.1,-7.1,25.2,6.1,10.5

# Entries listed so far printed as active in HIF-2a block:
SMILES	MITF TRPM1 inh	HIF-2a block	NR2E3 ag-1	NR2E3 ag-2	TWEAK-Fn14 inh	CF NFkB block	Shn3 3UTR inh	Peg3 promoter
NS(=O)(=O)c1ccc(CCN2C(=O)/C(=C\c3ccc(Cl)cc3)SC2=S)cc1	-6.9	41.7*	-5.8	-2.7	-45.5	0.1	17.9	82.9*

# More entries follow:
structure,MITF TRPM1 inh,HIF-2a block,NR2E3 ag-1,NR2E3 ag-2,TWEAK-Fn14 inh,KKLEB tox,C8 TRAIL sens,TROY signal inh,CF NFkB block,Shn3 3UTR inh,Peg3 promoter
CCc1cc(SC#N)cc(C)c1NC(=O)CCl,9.4,45.7*,29.6,0.7,26.3,-48.2,2.0,9.5,66.0*,7.7,-86.9
CCOC(=O)C1=C(C)N(C)C(=S)NC1c1ccc(Cl)cc1Cl (stereo not drawn),12.2,20.9,23.2,1.4,10.9,-2.6,16.3,3.2,5.1,-3.4,14.6
O=S1(=O)CC(O)C(N(CCO)C(=S)Nc2ccccc2)C1 (stereo not drawn),11.7,12.6,-24.8,0.6,2.5,2.8,18.6,1.7,7.2,14.3,4.2
CCOC(=O)c1cnc2c(Cl)cc(Cl)cc2c1NCCOCCO,-13.1,16.6,-8.0,3.6,-13.5,-5.9,-13.0,-0.7,-16.5,-13.6,8.4
O=C(COC(=O)c1ccc(OC(F)F)cc1)NCCNC(=O)COC(=O)c1ccc(OC(F)F)cc1,-0.5,24.2,16.1,3.7,2.0,-5.7,-8.7,15.5,21.7,6.1,12.9
CCC(OC(C)=O)c1cc2c(cc1[N+](=O)[O-])OCCO2 (stereo not drawn),4.6,11.0,-13.2,-0.7,16.9,-13.1,3.6,15.0,-1.6,3.6,10.3
COc1ccc(NC(=O)C2C3C=CC4(CN(Cc5cccnc5)C(=O)C24)O3)c(OC)c1 (stereo not drawn),9.1,18.2,-15.1,-0.2,-8.7,-4.4,-1.5,3.8,14.9,-4.4,9.2
O=C(CN1C(=O)COc2ccc(S(=O)(=O)N3CCCC3)cc21)NCc1ccccn1,7.8,11.9,-7.2,0.4,1.2,9.2,-7.0,9.2,6.9,-0.6,-7.7
CC1=C(C(=O)OCc2ccccc2)C(c2ccc([N+](=O)[O-])cc2)NC(=O)N1 (stereo not drawn),-6.3,13.6,-1.1,1.4,0.0,-8.5,-8.4,8.1,6.7,8.2,14.2
CCCCn1c(SCc2cccc([N+](=O)[O-])c2)nc2ccsc2c1=O,9.8,22.9,11.6,-2.5,27.2,-1.1,18.5,3.8,7.3,28.9,33.0
COc1cccc(NC(=O)c2ccc(-n3cccn3)nc2)c1,-29.0,-101.7,14.4,-1.6,16.2,-8.0,16.1,-26.8,-3.5,-5.6,-84.2
